BAZ2B inh: BAZ2B (human) inhibition; AlphaScreen BAZ2B-H3K14Ac peptide displacement; Potency, µM (series often up to 114 µM), for the others: at the highest dose activity change, negative = inhibition, actives largely listed as inhibitors; actives 4.4% (n = 360,000); further: on the % scale 0 is the no-effect control and ±100 the full control effect; nearly all actives have a fitted effect of over 60% in size
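AlphaScreen displacement: compounds (up to 110uM) incubated 30 min at room temperature with a preformed 50 nM BAZ2B/50 nM biotinylated H3K14Ac peptide complex in PBS pH 7.4 with Tween-20. Donor and acceptor beads at 10 ug/mL final added, 20 min light-protected before reading.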
Pin1 inhibitor: inhibitors of human Pin1; Q13526; Potency, µM (doses to about 115 µM), for the others: top-dose activity, negative = inhibition, most hits filed as inhibitors; actives 0.009% (n = 390,000); Pin1 FP peptide displacement, HiFluor488, 10 min; AID 504891; active means well fitted inhibition curve with a large enough effect in the polarisation, with a control signal flat, not every such curve was filed as active; inconclusive means small, poorly fitted or top-dose-only effect, or effect the other way, or a change in a side signal; inactive means no such curve, though single readings can be large or run the other way; the % refers to the polarisation; further: on the % scale 0 is the no-effect control and ±100 the full control effect
PGK inhibitor: T. brucei PGK inhibition; actives 0.043% (n = 380,000); P07378; PGK/GAPDH coupled, Kinase-Glo luminescence, 60 min; Potency, µM (series often up to 57.5 µM), inactives show at the highest dose activity change, negative = inhibition, actives largely listed as inhibitors; further: on the % scale 0 is the no-effect control and ±100 the full control effect; nearly all actives have a fitted effect of over 60% in size
Target sequence (P07378 whole entry, looked up): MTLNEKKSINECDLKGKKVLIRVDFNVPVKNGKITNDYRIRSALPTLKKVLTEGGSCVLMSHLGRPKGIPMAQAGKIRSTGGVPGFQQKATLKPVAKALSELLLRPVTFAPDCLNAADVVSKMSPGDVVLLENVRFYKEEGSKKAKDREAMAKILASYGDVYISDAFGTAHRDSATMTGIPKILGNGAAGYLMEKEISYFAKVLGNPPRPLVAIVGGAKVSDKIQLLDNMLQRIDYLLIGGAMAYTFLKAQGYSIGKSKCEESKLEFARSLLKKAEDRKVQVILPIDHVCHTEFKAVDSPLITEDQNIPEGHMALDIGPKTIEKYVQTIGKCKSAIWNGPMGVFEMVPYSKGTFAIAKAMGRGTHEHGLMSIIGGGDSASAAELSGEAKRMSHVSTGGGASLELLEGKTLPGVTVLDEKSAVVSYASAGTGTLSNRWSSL
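Luminescent ATP detection (Kinase-Glo Plus) follows a 60-minute room-temperature incubation, with wells lacking PGK as controls. Buffer: 100 mM TEA (pH 7.6), 5 mM MgCl2, 0.01% Tween-20. Coupling enzyme GAPDH (100 nM final) supplies unstable 1,3-BPG in-well.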
BLM inh: inhibitors of human Bloom syndrome helicase BLM | Potency, µM (titrated, usually from 56.1 µM), inactives show top-dose activity change, negative = inhibition, hits mostly inhibitors | recombinant BLM DNA unwinding, fluorescence dequenching | actives 0.2% (n = 350,000);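 further: plate controls were vehicle for no effect and no enzyme for full effect; nearly all actives have a fitted effect of over 35% in size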
GLS inh: glutaminase GLS (human) inhibition | AID 624170 | actives 0.21% (n = 410,000) | O94925 | Potency, µM (doses to about 45.5 µM), without a hit: at the highest dose activity change, negative = inhibition, usual class: inhibitors | GLS enzymatic activity, qHTS titration; further: on the % scale 0 is the no-effect control and ±100 the full control effect
Target sequence (O94925 whole entry, looked up): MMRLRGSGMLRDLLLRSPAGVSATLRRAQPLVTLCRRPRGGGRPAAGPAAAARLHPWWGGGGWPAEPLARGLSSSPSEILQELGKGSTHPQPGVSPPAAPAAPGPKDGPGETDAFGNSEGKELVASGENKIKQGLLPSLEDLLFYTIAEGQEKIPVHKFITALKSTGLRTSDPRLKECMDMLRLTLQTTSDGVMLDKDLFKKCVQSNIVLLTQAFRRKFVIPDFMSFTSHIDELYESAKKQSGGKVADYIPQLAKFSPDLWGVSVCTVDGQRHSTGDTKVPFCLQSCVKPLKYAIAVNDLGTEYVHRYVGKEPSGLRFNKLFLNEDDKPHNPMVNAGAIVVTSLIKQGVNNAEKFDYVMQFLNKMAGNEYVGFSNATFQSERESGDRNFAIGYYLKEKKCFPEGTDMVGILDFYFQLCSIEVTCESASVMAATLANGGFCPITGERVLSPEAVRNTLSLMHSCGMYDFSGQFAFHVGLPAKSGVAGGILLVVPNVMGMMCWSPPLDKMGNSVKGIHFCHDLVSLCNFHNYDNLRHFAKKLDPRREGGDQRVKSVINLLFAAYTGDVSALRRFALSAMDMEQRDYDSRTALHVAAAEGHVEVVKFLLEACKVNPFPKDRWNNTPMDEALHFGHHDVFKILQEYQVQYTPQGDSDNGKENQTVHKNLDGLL
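Glutamate formation by hKGA was monitored fluorometrically using coupled glutamate oxidase, HRP and Amplex Red. Substrate was added as 1 mM L-glutamine solution; incubation was 30 min at RT after an initial read.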
JMJD2A Tudor: inhibitors of human JMJD2A Tudor domain; AlphaScreen JMJD2A-Tudor / H3K4me3 peptide binding; Potency, µM (series often up to 114 µM), for inactives: at the highest dose activity change, negative = inhibition, usual class: inhibitors; actives 4.4% (n = 390,000); AID 504339; further: on the % scale 0 is the no-effect control and ±100 the full control effect; nearly all actives have a fitted effect of over 50% in size
POLI inh: inhibitors of human DNA polymerase iota | AID 588590 | Potency, µM (doses to about 115 µM), for inactives: at the top dose activity, negative = inhibition, hits mostly inhibitors | Pol iota fluorescent replication assay, 10 min | actives 1% (n = 390,000)
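Pol iota at 10 nM preincubated 15 min with compounds at room temperature; reaction started with fluorescent substrate, 50 nM final. Fluorescence read kinetically at 0 and 10 min; buffer-only wells as negative control.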
G9a inh: blocks human histone lysine methyltransferase G9a; Potency, µM (highest dose often 102 µM), for inactives: top-dose activity, negative = inhibition, most hits filed as inhibitors; G9a H3K9 monomethylation, AlphaScreen, 2 h; Q96KQ7; actives 8.8% (n = 350,000); further: on the % scale 0 is the no-effect control and ±100 the full control effect; nearly all actives have a fitted effect of over 75% in size
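Signal arises when biotinylated H3K9 peptide, once monomethylated, bridges streptavidin donor and antibody-captured acceptor beads. Enzyme at 20 nM was preincubated 15 min with test compounds; peptide 500 nM and SAM 20 uM then reacted for 2 h.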
HP1b chromo inh: blocks HP1-beta chromodomain binding to methylated histone tails; actives 0.56% (n = 390,000); AlphaScreen HP1-beta / biotin-H3K9me3 peptide binding; Potency, µM (doses to about 114 µM), inactives show at the highest dose activity change, negative = inhibition, hits mostly inhibitors; AID 540317; further: nearly all actives have a fitted effect of over 70% in size; inactives centre near 23
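AlphaScreen: HP1-beta (50 nM) preformed 30 min with biotin-H3(1-18)K9me3 peptide (50 nM) in PBS pH 7.4, 0.01% Tween-20. Compound added for 30 min at RT, then streptavidin donor/nickel chelate acceptor beads (10 ug/mL) for 30 min.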
* marks the source's active call; other numbers are inactive results; i = inactive; ? = inconclusive; nt = no result given; [ ] = remark or other dose. Unless noted, the call rests on the fitted dose curve; in most records, active means well fitted curve in the direction sought with a large enough effect; inconclusive means small, poorly fitted or top-dose-only effect, or another doubt; inactive means no such curve, though single readings can be large; an effect the other way counts as inactive or inconclusive. Potency means the concentration at half of the fitted maximal effect. This is a subset; rates above refer to the full screens.

Values in the order – BAZ2B inh	Pin1 inhibitor	PGK inhibitor	BLM inh	GLS inh	JMJD2A Tudor	POLI inh	G9a inh	HP1b chromo inh
CCCNC(=O)c1cc(-c2ccco2)on1
    -3%	2%	i	0%	4%	-11%	11%	?	25%
Cc1ccc(/C=C/C(=O)OCC(=O)NC(=O)NCc2ccccc2)cc1
    8%	12%	i	nt	0%	-9%	34%[activator]	27%[12.7 µM]	27%
CC(=O)N1c2ccc(S(=O)(=O)NCC3CCC(C(=O)N4CCC(C)CC4)CC3)cc2CC1C (stereo not given)
    -13%[57.1 µM]	-6%	-3%	-1%	-1%	-21%	79µM*	-8%	43%[activator]
Cn1c(=O)c2c(nc(SCC(=O)NCc3ccc4c(c3)OCO4)n2Cc2ccccc2)n(C)c1=O
    9%	-2%	-5%	0%	5%	-11%	2%	28%[12.7 µM]	7%
CCOc1ccc2nc(SCC(=O)Nc3cccc(S(=O)(=O)NC4=NCCCCC4)c3)[nH]c2c1
    -16%	-3%	-8%	-2%	21%	-29%	?	45µM*	10%
COc1ccccc1C(=O)Nc1nnc(SCC(=O)NCC2CCCO2)s1 (stereo not given)
    -25%	-3%	-8%	0%	6%	-5%	28%	nt	24%
CC1=C(C(=O)OCC2CCCO2)C(c2ccccc2)NC(=O)N1 (stereo not given)
    5%	0%	-7%	-2%	-1%	-8%	?	3%	-2%
COc1ccc(/C=C2/SC(=S)N(CCCC(=O)Nc3ccc(O)cc3)C2=O)cc1OC
    -20%	?	-8%	-4%	11%	-6%	?	16%	7%
CCc1cccc(CC)c1NC(=O)c1c(C)oc2ccc(O)c(CN3CCN(C)CC3)c12
    -3%	-4%	0%	2%	2%	-21%	3%	4%[59 µM]	5%
CC(=O)OCCOCn1cnn2c(=O)c(Br)c(C)nc12
    -16%	0%	0%	1%	1%	13%	-15%	0%	32%
CCOC(=O)C1CCN(C(=O)Cn2cnc3sc(C)c(S(=O)(=O)N4CCCCC4)c3c2=O)CC1
    6%	-7%	-9%	-2%	-13%	-2%	83%[activator]	50µM*	32%
CCn1cc(C(=O)NC(C)c2ccccc2)c(=O)c2cc(S(=O)(=O)N3CCc4ccccc4C3)ccc21 (stereo not given)
    nt	1%	-1%	-8%	-13%	-23%	0%	-1%[59 µM]	9%
CSc1ccccc1C(=O)N1CCc2ccccc2C1
    -18%	-2%	2%	-1%	-20%	5%	148%[activator]	-2%	39%
O=C(Nc1cc2c3c(c1)CC(=O)N3CCC2)C1CCCCC1
    9%	-2%	-2%	nt	1%	-10%	34%[activator]	-39%	26%
O=C(NCc1ccc(Cl)cc1)c1ccc(CS(=O)Cc2cccc(Cl)c2)o1 (stereo not given)
    -10%	0%	2%	-2%	-5%	-12%	34%[activator]	1%	26%
CCCCCc1nnc(NC(=O)C2=COCCO2)s1
    -5%	0%	-2%	nt	3%	-3%	24%	-7%	24%
CC(C)n1cc(-c2nc(C(=O)NN)cs2)c(=O)n(Cc2ccccc2)c1=O
    -13%	-6%	4%	-12%	-28%	-14%	144%[activator]	-1%	31%
CCOC(=O)c1c(NC(=O)c2ccc(OC)c(OC)c2)sc2c1CCCCC2
    2%	2%	-1%	-7%	-1%	-15%	28%	8.9µM*	-4%
O=C(COc1ccc(Cl)cc1)NCCc1csc(-c2cccc(F)c2)n1
    -1%	-9%	10%	-2%	-10%	-18%	?	2%[59 µM]	11%[57 µM]
O=C1CCc2cc(NS(=O)(=O)c3ccc([N+](=O)[O-])cc3)cc3c2N1CC3
    3%	0%	-3%	nt	0%	-19%	12%	45µM*	21%
CCOC(=O)CNS(=O)(=O)c1c(C)noc1C
    4%	12%	1%	0%	-8%	-5%	-9%	27%[59 µM]	24%
O=C(c1ccccc1C(=O)N1CCN(c2ccc(F)cc2)CC1)N1CCN(c2ccc(F)cc2)CC1
    ?	-10%	5%	-4%	3%	-6%[57.1 µM]	6%	-8%[59 µM]	-1%
Cc1ccc(/C=N/NC(=O)c2ccc3ccccc3c2)s1
    -21%	1%	-2%	-13%	3%	-25%	?	4%	34%
CCOC(=O)c1[nH]c2ccccc2c1NC(=O)C1CCCC1
    -2%	-4%	i	-3%	1%	-8%	18%	17%[12.7 µM]	75%[activator]
CCN(CC)CCCNc1nc2ccccc2[nH]1
    -4%	0%	2%	1%	17%	-20%	-6%	?	19%
O=C(NCCC1=CCCCC1)c1cccc2c1C(=O)N(C1CCCCC1)C2
    -17%	2%	-6%	-11%	13%	-4%	4%	9%	62%[activator]
CCOC(=O)CSc1nc2sc3c(c2c(=O)n1C1CCCCC1)CCN(C)C3
    4%	26%	-2%	-5%	-6%	-35%	38%[activator]	-20%[59 µM]	12%
COCCNc1ccc2cc(S(=O)(=O)N3CCCCC3)ccc2n1
    2%	1%	9%	-3%	-3%	6%	20%	-2%[59 µM]	37%
CCCCc1cc(=O)oc2c(C)c(OCC(=O)NCC3CCC(C(=O)O)CC3)ccc12 (stereo not given)
    -15%[57.1 µM]	4%	7%	1%	5%	-14%	21%	79µM*	17%
CCOC(=O)c1cccc(Nc2c3c(nc4ccccc24)CCC3)c1
    nt	-3%	i	1%	-5%	-25%	-18%	-38%[59 µM]	26%
O=C(NC1CCCCC1)C(c1ccc(F)cc1)N(Cc1ccco1)C(=O)c1ccccn1 (stereo not given)
    -20%	-9%	3%	-1%	-11%	-19%	15%	22%[12.7 µM]	17%
O=CN1CCN(C(=O)c2cccc([N+](=O)[O-])c2)CC1
    10%	-1%	-2%	-8%	5%	-17%	67%[activator]	-6%[0.501 µM]	23%
Cc1ccc(CSCC(=O)NCCc2ccccc2)cc1
    -6%	1%	1%	-6%	3%	11%	7%	26%[59 µM]	45%[activator]
CCc1ccc(S(=O)(=O)NCc2cccn2Cc2cccc(C)c2)cc1
    3%	3%	-1%	-20%	-9%	-20%	-9%	7%[59 µM]	?
Cc1ccc(N2CC(C(=O)Nc3ccc(S(=O)(=O)Nc4nccs4)cc3)CC2=O)cc1C (stereo not given)
    -33%	5%	2%	2%	17%	-26%	22%	?	1%
CN(CC(=O)Nc1ccc(N2CCOCC2)cc1)C(=O)CSc1ccc(Br)cc1
    -10%	-9%	-2%	-7%	26%	-25%	9%	nt	-1%
CSC1=NCCN1C(=O)c1ccco1
    6%	-2%	1%	-2%	-3%	-8%	18%	-40%	74%[activator]
Cc1ccc(CCNS(=O)(=O)c2ccc3c(c2)C(C(C)C)C(=O)N3)cc1 (stereo not given)
    50%[activator][57.1 µM]	-4%	-3%	0%	-1%	-22%	10%	-1%[59 µM]	60%[activator]
O=C(O)COc1ccccc1/C=N/NC(=O)CSc1nc2ccccc2s1
    2%	-2%	-5%	-8%	3%	-6%	7%	71µM*	31%
CCOc1ccc2oc(C(=O)OCC(=O)NCc3ccc(OC)cc3)c(C)c2c1
    -22%	21%	i	nt	1%	-12%	6%	?	30%
Nc1c(C(=O)NCC2CCCO2)c2nc3ccccc3nc2n1-c1ccccc1 (stereo not given)
    25%	-4%	-7%	-6%	2%	66%[activator]	12%	nt	85%[activator]
O=C(NCCCN1CCCC1=O)c1ccccc1NS(=O)(=O)c1ccc(Br)cc1
    ?	-4%	3%	-1%	7%	-10%	6%	-9%	51%[activator]
O=C(Nc1ccc(F)c(F)c1)c1ccc(=O)n(Cc2ccc(F)cc2)c1
    3%	3%	-7%	1%	-9%	2%	4%	5%[59 µM]	31%[57 µM]
O=C(COc1ccccc1)N1CCN(c2ccccc2)CC1
    ?	5%	-1%	-2%	0%	-14%	65%[activator]	7%[59 µM]	18%
CN1/C(=C\P(=O)(N(C)C)N(C)C)C(C)(C)c2ccccc21
    -32%	?	-3%	-8%	2%	?	?	-2%[59 µM]	5%
O=C(NCC1COc2ccccc2O1)c1cc(S(=O)(=O)N2CCOCC2)ccc1F (stereo not given)
    4%	7%	i	nt	-5%	-14%	34%[activator]	22µM*	20%
S=C1NC2(CCCCC2)Nc2ccccc21
    ?	-15%	-7%	-2%	21%	-17%	37%[activator]	45µM*	7%
CC1CCCCC1NC(=O)CCCn1c(=S)[nH]c2ccccc2c1=O (stereo not given)
    -2%	3%	-6%	-3%	14%	-3%	41%[activator]	19%[59 µM]	41%
COC(=O)/C(=C\Nc1cccc(Cl)c1C)c1ncc(C(F)(F)F)cc1Cl
    0%	9%	-4%	-5%	-4%	-20%	15%	?	4%
Cc1ccc(Cl)cc1-n1ncc2c(N3CCN(Cc4ccccc4)CC3)ncnc21
    -6%	-2%	-7%	1%	-9%	-22%	18%	5%[59 µM]	42%[activator]
CCOC(=O)c1sc(=NC(=O)c2ccco2)n(C)c1C
    0%	0%	8%	-6%	0%	-6%	47%[activator]	49%	23%
COC(=O)c1cccc(NC(=O)CN2CCc3ccccc3C2)c1
    1%	-2%	i	-2%	7%	-12%	8%	1%	25%
Cc1cccc(C(=O)Nc2scc(CC(C)C)c2C(=O)O)c1
    -5%	-10%	i	1%	1%	-14%	20%	-1%	26%
CC(C)C[C@@H](CN)NC(=O)c1nc[nH]c1C(=O)N[C@@H](Cc1c[nH]c2ccccc12)C(=O)CNC[C@H](C)NC(=O)c1nc[nH]c1C(=O)N[C@@H](C)C(=O)O
    nt	-2%	-6%	nt	?	56µM*	?	nt	14%
CCOc1ccc(Nc2c(S(=O)(=O)c3ccc(C)cc3)cnc3ccc(OC)cc23)cc1
    -15%	1%	-9%	-5%	2%	?	8%	-46%[59 µM]	6%

Entries from the list above that contain a nitro group on carbon, in the order listed:
Values in the order – BAZ2B inh	Pin1 inhibitor	PGK inhibitor	BLM inh	GLS inh	JMJD2A Tudor	POLI inh	G9a inh	HP1b chromo inh
O=C1CCc2cc(NS(=O)(=O)c3ccc([N+](=O)[O-])cc3)cc3c2N1CC3
    3%	0%	-3%	nt	0%	-19%	12%	45µM*	21%
O=CN1CCN(C(=O)c2cccc([N+](=O)[O-])c2)CC1
    10%	-1%	-2%	-8%	5%	-17%	67%[activator]	-6%[0.501 µM]	23%

Source: PubChem
